KDM4E inh = qHTS Assay for Inhibitors of Human Jumonji Domain Containing 2E (JMJD2E). Potency, µM (series often up to 57.1 µM), inactives show at the top dose activity change, negative = inhibition, usual class: inhibitors. JMJD2E catalytic domain, FDH-coupled NADH fluorescence (FDH is formaldehyde dehydrogenase). Lysine-specific demethylase 4E (Homo sapiens), B2RXH2. 230,000 compounds, 1.6% hits. AID 2147, 2009; active means well fitted inhibition curve with a large enough effect, not every such curve was filed as active; inconclusive means small, poorly fitted or top-dose-only effect, or another doubt; inactive means no such curve, though single readings can be large or run the other way;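 further: 0% = wells with enzyme and -100% = buffer wells without enzyme; nearly all actives have a fitted effect of over 50% in size; many of its hits are not listed in these tables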
Lamin A splicing = qHTS Assay for Modulators of Lamin A Splicing. 200,000 compounds, 0.01% hits. Potency, µM (highest dose often 46.1 µM), for inactives: at the top dose ratio change, negative = inhibition, usual class: inhibitors. HeLa LMNA splicing GFP/RFP minigene ratio, 48 h; active means well fitted inhibition curve with a large enough effect in the signal ratio, with a control signal flat, not every such curve was filed as active; inconclusive means small, poorly fitted or top-dose-only effect, or effect the other way, or a change in a side signal; the % refers to the signal ratio; further: on the % scale 0 is the no-effect control and ±100 the full control effect
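S3 HeLa cells stably expressing lamin A-EGFP splicing minigene plus DsRed2, 600 cells/well, 48 h compound exposure at 37C. Laser-scanning cytometry; analysed as GFP (500-530 nm)/RFP (575-640 nm) total intensity ratio; 0.5% DMSO vehicle.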
RGS12 GoLoco inh = qHTS Assay for Inhibitors of RGS12 GoLoco Motif Activity (Red Fluorophore) | Guanine nucleotide-binding protein G(i) subunit alpha-1 (Homo sapiens), P63096 | Gai1:RGS12 GoLoco peptide FP, rhodamine, 10 min | Potency, µM (titrated, usually from 61.6 µM), without a hit: at the highest dose activity, negative = inhibition, usual class: inhibitors | 230,000 compounds, 0.44% hits | AID 880, 2007; active means well fitted inhibition curve with a large enough effect, not every such curve was filed as active; inactive means no such curve, though single readings can be large or run the other way; further: on the % scale 0 is the no-effect control and ±100 the full control effect; nearly all actives have a fitted effect of over 30% in size; many of its hits are not listed in these tables
Target sequence (P63096 whole entry, looked up): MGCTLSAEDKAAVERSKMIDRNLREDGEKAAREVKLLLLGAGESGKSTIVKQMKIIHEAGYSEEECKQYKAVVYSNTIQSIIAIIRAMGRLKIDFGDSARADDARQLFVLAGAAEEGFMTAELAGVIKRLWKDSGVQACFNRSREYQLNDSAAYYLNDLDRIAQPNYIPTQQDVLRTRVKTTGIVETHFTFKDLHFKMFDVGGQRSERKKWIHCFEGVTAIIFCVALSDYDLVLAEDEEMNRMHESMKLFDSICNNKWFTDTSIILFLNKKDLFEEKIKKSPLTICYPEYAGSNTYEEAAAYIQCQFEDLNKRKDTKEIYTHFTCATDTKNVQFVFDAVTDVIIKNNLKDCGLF
RECQ1 helicase = qHTS Assay for Inhibitors of RecQ-Like Dna Helicase 1 (RECQ1) | ATP-dependent DNA helicase Q1 (Homo sapiens), P46063 | RECQ1 DNA unwinding, red fluorescence kinetic read | Potency, µM (highest dose often 57.3 µM), for the others: at the highest dose activity, negative = inhibition, hits mostly inhibitors | 240,000 compounds, 0.54% hits;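 further: plate controls were vehicle for no effect and no enzyme for full effect; nearly all actives have a fitted effect of over 30% in size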
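50 nM RECQ1T1 preincubated 15 min with compound in Tris pH 8.0 buffer with MgCl2, DTT, Tween-20 and 2.5 ug/ml poly(dI-dC); started with 200 nM TAMRA/BHQ-2 forked duplex and 2 mM ATP. Unwinding read as fluorescence (525/598 nm), two reads 2 h apart.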
TRb SRC2 PPI = qHTS for Inhibitors of the Interaction of Thyroid Hormone Receptor and Steroid Receptor Coregulator 2 | 280,000 compounds, 0.065% hits | TRbeta-SRC2 peptide binding, fluorescence polarization; receptor liganded with 1 µM T3 | Thyroid hormone receptor beta (Homo sapiens), P10828 | AID 1469, 2008 | Potency, µM (series often up to 106 µM), without a hit: top-dose activity change, negative = inhibition, hits mostly inhibitors;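 further: plate controls were bound peptide for no effect and peptide without receptor for full effect; nearly all actives have a fitted effect of over 50% in size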
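Decrease in fluorescence polarization of 20 nM Texas Red SRC2 coactivator peptide flagged inhibition of its binding to 0.6 uM TRb LBD; 1 uM T3 included, incubation 5 hr, ex 555/em 632 nm.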
TR SRC2 fluor cs = Total Fluorescence Counterscreen for Inhibitors of the Interaction of Thyroid Hormone Receptor and Steroid Receptor Coregulator 2 | TRb/SRC2 Texas Red total fluorescence interference | Potency, µM (highest dose often 106 µM), for the others: top-dose fluorescence change, negative = quenching | 280,000 compounds, 0.29% hits; active means well fitted curve in either direction with a large enough effect; inconclusive means small, poorly fitted or top-dose-only effect; further: on the % scale 0 is the no-effect control and ±100 the full control effect
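Flags fluorescent or light-absorbing compounds by total fluorescence, S + 2P, at 555 nm excitation and 632 nm emission. Mixture: 20 nM Texas Red SRC2 peptide, 0.6 uM human TRb LBD, 1 uM T3, 5% DMSO; compound exposure 5 h at ambient temperature.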
SMN2 splice up = qHTS Assay for Enhancers of SMN2 Splice Variant Expression | HEK293 SMN2-luciferase splicing reporter, luminescence, 30-36 h | 210,000 compounds, 2.8% hits | Potency, µM (top dose mostly 46.1 µM), for the others: top-dose activity change, positive = activation, most hits filed as activators; further: % of control where 0% means no effect; nearly all actives have a fitted effect of over 55% in size
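HEK293 cells carry an SMN2 […]–luciferase reporter in which exon 7 inclusion puts luciferase in frame. Cells were plated 10-12 h before compound addition, then incubated 30-36 h at 37C. ONE-Glo luminescence was read; sodium butyrate at 4.5 mM final served as control.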
ALDH1A1 block = qHTS Assay for Inhibitors of Aldehyde Dehydrogenase 1 (ALDH1A1). 220,000 compounds, 7.3% hits. Aldehyde dehydrogenase 1A1 (Homo sapiens), P00352. Potency, µM (doses to about 75.3 µM), for inactives: at the top dose activity, negative = inhibition, usual class: inhibitors. AID 1030, 2008. Purified ALDH1A1, NADH fluorescence, propionaldehyde substrate; active means well fitted inhibition curve with a large enough effect, not every such curve was filed as active; inconclusive means small, poorly fitted or top-dose-only effect, or another doubt; inactive means no such curve, though single readings can be large or run the other way;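 further: plate controls were no enzyme wells and a reference inhibitor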
Target sequence (P00352 whole entry, looked up): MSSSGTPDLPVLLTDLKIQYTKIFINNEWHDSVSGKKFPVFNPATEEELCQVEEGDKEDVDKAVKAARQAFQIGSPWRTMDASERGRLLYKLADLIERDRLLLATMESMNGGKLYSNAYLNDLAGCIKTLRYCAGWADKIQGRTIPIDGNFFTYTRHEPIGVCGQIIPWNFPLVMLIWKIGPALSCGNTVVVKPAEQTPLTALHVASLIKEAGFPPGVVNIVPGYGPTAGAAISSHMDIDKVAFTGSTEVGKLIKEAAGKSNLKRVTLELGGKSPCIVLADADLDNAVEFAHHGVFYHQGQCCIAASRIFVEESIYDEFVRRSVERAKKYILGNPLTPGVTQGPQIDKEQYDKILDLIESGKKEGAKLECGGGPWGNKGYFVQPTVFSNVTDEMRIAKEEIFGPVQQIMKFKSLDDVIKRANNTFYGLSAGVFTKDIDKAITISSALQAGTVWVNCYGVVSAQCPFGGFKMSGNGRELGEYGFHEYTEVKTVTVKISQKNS
* = called active by the depositor; i = inactive; ? = inconclusive; / = not tested or not shown; & = joins results of further samples; [ ] = dose if it differs, or a comment. Unless noted, the call rests on the fitted dose curve; in most records, active means well fitted curve in the direction sought with a large enough effect; inconclusive means small, poorly fitted or top-dose-only effect, or another doubt; inactive means no such curve, though single readings can be large; an effect the other way counts as inactive or inconclusive. Potency means the concentration at half of the fitted maximal effect. The list is partial. The share of hits here may be higher or lower than overall.

compound,KDM4E inh,Lamin A splicing,RGS12 GoLoco inh,RECQ1 helicase,TRb SRC2 PPI,TR SRC2 fluor cs,SMN2 splice up,ALDH1A1 block
CCCNS(=O)(=O)c1cc(Br)cc2c1N(C(=O)CC)CC2,5%,-8%,4%,-4%,7%,0%,?,-15%
Cc1[nH]c2ccccc2c1/C=C/c1cc[n+](C)cc1,3%,?,2.8µM*,-17%,-1%,-7%,-26%,?
Cn1c(=Nc2ccc(N3CCOCC3)cc2)ccc2ccccc21,0%,15%,0.32µM*,-13%,-4%,-2%,-8%,7%
Cc1nc(CS(=O)(=O)c2ccccc2)cc(Sc2ccccc2Cl)n1,5%,-6%,3%,10%,-5%,-5%,?,-15%
Cc1cccc(CSc2nc3c(c(=O)[nH]2)CCC3)c1,2%,-25%[46 µM],0%,-14%,-8%&6%,-1%&-11%,21%&13%,8%
CCNc1c(NC(C)=O)c(=O)oc2ccccc12,11%,-2%,-6%,-7%,-5%,-4%,-31%[inhibitor],0%
Cc1ccc2nc(SCC(=O)NNC(=O)c3ccccc3)[nH]c2c1,7%,-17%,2%,-6%,-11%,1%,11%,10%
Cc1cc2nnc(SCC(=O)OC(C)C)n2c2ccccc12,?,7%,7%,-4%,-7%,-6%,-12%,?
COC(=O)C1=NNC(C(=O)c2ccco2)C1c1ccccc1 (configuration not stated),0%,/,44%[activator],5%,3%,0%,-13%,1%
CC(=O)OCC1OC(c2ccc3c(c2)OCO3)C=CC1OC(C)=O (configuration not stated),/,/,/,i[11.5 µM],1%[11.2 µM],?,/,-3%[13.5 µM]
CCCn1nc2cc(C(=O)NCCc3cccs3)ccc2c1OCC,?,-2%,-1%,-7%,0%,-2%,16µM*,?
O=C1CCCc2sc3c(c2N1)CCCCC3,6%,10%,4%,-5%,-19%,2%,-7%,?
Brc1ccc(-c2cn3ccccc3n2)s1,-9%,-18%,-6%,5%,-2%,1%,7.1µM*,-8%
Cc1occc1-c1nnc(SCC(=O)NC2CCCC2)n1-c1ccccc1,13%,3%,1%,3%,5%,-2%,-16%,14%
COc1ccc(NC(=O)COC(=O)c2ccc(O)cc2)c([N+](=O)[O-])c1,1%,3%[46 µM],0%,i,-4%,0%,9%,4%
CC(C)(C)C1CCC2(CC1)C(C#N)=C(SCC(=O)NC1CCCCC1)NC(=O)C2C#N (configuration not stated),10%,?,6%,-8%,1%,1%,-34%[inhibitor],?
Cc1ccc2c(CSc3nc4ccccc4c(=O)n3CCCO)cc(=O)oc2c1C,-24%,?,0%,-5%,-14%,1%,-5%,13µM*
CC(NC(=O)COC(=O)c1cc(=O)[nH]c2ccccc12)c1ccccc1 (configuration not stated),?,2%[46 µM],-7%,i,-4%,3%,0%,-9%
CC(=O)Cc1nsc(NC(=O)c2ccccc2Cl)n1,18%,/,0%,-2%,2%,1%,17%,?
Cc1ccc(C)c(S(=O)(=O)N2CCN(CC(=O)Nc3cc(C)on3)CC2)c1,0%,2%,-2%,11%,3%,0%,-11%,0%
CC(C(=O)Nc1sc2c(c1C(=O)NCC1CCCO1)CCC2)N1C(=O)c2ccccc2C1=O (configuration not stated),-6%,?,69%[activator],-2%,11%,0%,6%,?
Cn1c(SCC(=O)Nc2ccc(F)cc2F)nnc1-c1cccnc1,-8%,-3%,27%,12%,-4%,0%,1%,?
COc1ccc(/C=C(\C#N)C(=O)OCC(=O)N2CC(C)OC(C)C2)cc1 (configuration not stated),-15%,/,-2%,-21%,3%,-2%,12%,?
Cc1ccc(NC(N)=S)cc1,-1%,8%,9%,0%,4%,-1%,-14%,-3%

Some of these compounds in order of heavy-atom count, highest first.
compound,KDM4E inh,Lamin A splicing,RGS12 GoLoco inh,RECQ1 helicase,TRb SRC2 PPI,TR SRC2 fluor cs,SMN2 splice up,ALDH1A1 block
CC(C(=O)Nc1sc2c(c1C(=O)NCC1CCCO1)CCC2)N1C(=O)c2ccccc2C1=O (configuration not stated),-6%,?,69%[activator],-2%,11%,0%,6%,?
Cc1ccc2c(CSc3nc4ccccc4c(=O)n3CCCO)cc(=O)oc2c1C,-24%,?,0%,-5%,-14%,1%,-5%,13µM*
Cc1ccc(C)c(S(=O)(=O)N2CCN(CC(=O)Nc3cc(C)on3)CC2)c1,0%,2%,-2%,11%,3%,0%,-11%,0%
CC(NC(=O)COC(=O)c1cc(=O)[nH]c2ccccc12)c1ccccc1 (configuration not stated),?,2%[46 µM],-7%,i,-4%,3%,0%,-9%
CC(=O)Cc1nsc(NC(=O)c2ccccc2Cl)n1,18%,/,0%,-2%,2%,1%,17%,?

(next part)
compound,KDM4E inh,Lamin A splicing,RGS12 GoLoco inh,RECQ1 helicase,TRb SRC2 PPI,TR SRC2 fluor cs,SMN2 splice up,ALDH1A1 block
Cc1nc(NC(=O)C23CCC(C)(C(=O)O2)C3(C)C)sc1C (configuration not stated),6%,-1%,2%,-6%,-8%,-6%,0%,-8%
COc1cccc(-c2cc(C(F)(F)F)nc(N3CCC(C)CC3)n2)c1,?,1%,-6%,-10%,-1%,0%,-14%,-8%
O=C(Nc1ccccc1)/C(=C\c1cccs1)NC(=O)c1ccccc1,1%,-4%,-8%,-7%,-13%,0.028µM*[quencher],-3%,-4%
N#Cc1sc2nc(-c3ccccc3)cc(C(F)(F)F)c2c1N,-18%,/,-9%,7%,4%,0%,-24%,-10%
Cn1c(=O)c(Cc2ccccc2)c(O)c2ccccc21,?,-4%,8%,-10%,4%,-1%,7%,?
COc1ccc(-n2c(SCC(=O)N3CCOCC3)nc(O)c(Cc3ccccc3)c2=O)cc1,-5%,1%,0%,-13%,2%,-2%,-10%,7%
CC(=O)c1c(COC(=O)c2ccccc2Cl)nc2ccccc2[n+]1[O-],1%,/,3%,-13%,1%,-3%,/,/
Nc1nonc1C(=O)NCCNCc1ccccc1OCc1ccc(F)cc1,4%,0%,-9%,1%,2%,0%,-25%,3%
Cc1ccc(NC(=O)CCN2C(=O)c3cccc4cccc(c34)C2=O)cc1,?,-7%[46 µM],25%,-21%,-1%,-2%,-5%,14%
CCOC(=O)N1CCN(/C=C(\C#N)c2nc3ccccc3s2)CC1,9%,?,32%[activator],-16%,-4%,0%,-15%,-5%
CCOC(=O)C1(c2ccccc2)NC(c2ccccc2C)C2C(=O)N(c3ccc4c(c3)OCO4)C(=O)C21 (configuration not stated),1%,-13%,12%,-8%,-2%,-2%,4%,4%
O=C(COC(=O)/C=C/c1cccc(Br)c1)NCCC1=CCCCC1,2%,-1%,12%,2%,-11%,-1%,-14%,-2%
COc1cc(CNCc2ccccn2)ccc1OCc1ccccc1Cl,10%,?,3%,-1%,0%[53 µM],-2%[53 µM],-30%[inhibitor],5%
CC1CC(C)CN(c2ccc(-n3cnnn3)cc2[N+](=O)[O-])C1 (configuration not stated),-3%,?,-1%,-8%,-7%,-3%,-6%,?
Clc1ccc(/C=C/c2nc3ccccc3[nH]2)cc1,?,?,14%,i,6%,-1%,0.79µM*,?
CN(C)S(=O)(=O)c1ccc(S(=O)(=O)N2CCN(CCC#N)CC2)cc1,-6%,-10%,1%,0%,-8%,-1%,-4%,5%
CCN1CCOC(CC(=O)Nc2ccc([N+](=O)[O-])cc2)C1=O (configuration not stated),-7%,/,-10%,-4%,6%,0%,/,/
CCOc1cc(/C=C2\SC(=S)N(N3CCOCC3)C2=O)ccc1O,5%,/,100%[activator],i,5%,-4%,/,/
Cc1ccnc(NS(=O)(=O)c2ccc(NC(=O)c3ccc(Br)o3)cc2)n1,-3%,-7%[46 µM],26%,i,-4%,-4%,-7%,2%
CCOc1ccc(NC(=O)CSc2nc3ccccc3c(=O)n2Cc2cccs2)cc1,2%,-5%,9%,-8%,-3%,-2%,8%,?
CC(=O)c1cccc(NC(=O)CN2C(=O)COc3ccc(Cl)cc32)c1,-6%,3%,8%,i,-12%,2%,-1%,9%
CCC(C(=O)NCc1ccco1)n1nc(-c2ccc(OC)cc2)ccc1=O (configuration not stated),?,5%,8%,?,-3%,-6%,-3%,6%
COCC(=O)N1CCC2(CCN(Cc3ccccc3OC)CC2)CC1,/,/,4%,-10%,/,/,10%,9%
Cc1sc(N/N=C/c2cccnc2)nc1-c1ccccc1,-1%,?,83%[activator],-11%,4%,-1%,?,?
Cc1ccc(-c2cn(-c3ccccc3)c(SCC(=O)NC3CCS(=O)(=O)C3)n2)cc1C (configuration not stated),11%,20%,5%,-1%,1%,0%,?,14µM*
Fc1ccc(-n2c(Cc3cccs3)n[nH]c2=S)cc1Cl,-17%,-3%[46 µM],10%,-4%,0%,0%,20%,7%
COc1c(C=O)c(CCN(C)C(=O)c2ccc(F)cc2)cc2c1OCO2,-27%,23%[46 µM],6%,-12%,1%,0%,/,/
Cc1ccc(S(=O)(=O)N2CCOCC2)cc1C(=O)NC1CCCCC1,-4%,0%,9%,i,-1%,-5%,-3%,2%
